# High-throughput results as filed in PubChem BioAssay.
# influenza NS1A – NS1A inhibition, H1N1 influenza, cell based functional assay (AID 504329). NS1A functional cell-based assay, percent inhibition; higher % means a stronger effect. inhibition, % at 12.5 µM; hits with a dose series show IC50 in µM. 0.3% of 340,000 active; in the data active = a potency from the dose series; inconclusive = inhibition above about 27% without an active follow-up result; note: strong numbers were not always called active
# inhibitors of VEEV – inhibitors of VEEV TC-83 cytopathic effect, confirmation, Vero cells (AID 588727); Vero cells, VEEV TC-83 cytopathic effect inhibition; higher % means a stronger effect; inhibition, % at 20 µM, or IC50 in µM where a hit was titrated; 0.13% of 350,000 active; in the data active = a potency from the dose series; inconclusive = inhibition mostly from about 14% at the one dose, without a potency; inactive = the rest, 99 in 100 with inhibition below about 12%; note: strong numbers were not always called active
# Salmonella PhoP GFP – Inhibition of PhoP regulon, Salmonella typhi GFP reporter cells, confirmation, 4 h (AID 1850) | Salmonella Typhi PhoP-promoter GFP reporter, fluorescence, 4 h; higher % means a stronger effect | inhibition, % at 50 µM; hits with a dose series show IC50 in µM | 0.33% of 310,000 active; in the data active = a potency from the dose series; inconclusive = inhibition mostly from about 25% at the one dose, without a potency; inactive = the rest, 99 in 100 with inhibition below about 19%;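 note: 0% = induced wells with vehicle and 100% = uninduced wells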
# tuberculosis growth – growth inhibition of non-replicating M. tuberculosis (AID 488890); inhibition, % at 25 µM, or IC50 in µM where a hit was titrated; 0.39% of 320,000 active; Mycobacterium tuberculosis non-replicating, growth inhibition; higher % means a stronger effect; in the data active = a potency from the dose series; inconclusive = inhibition mostly from about 82% at the one dose, without a potency; inactive = the rest, 99 in 100 with inhibition below about 76%;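 note: plate controls were DMSO cells for no effect and high antibiotic wells for full effect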
# H37Rv inhibition – M. tuberculosis growth inhibition, HTS (AID 449762). M. tuberculosis H37Rv growth inhibition, 7H9 media; higher % means a stronger effect. inhibition, % at 25 µM, or IC50 in µM where a hit was titrated. 0.59% of 330,000 active; in the data active = a potency from the dose series; inconclusive = inhibition above about 70% without an active follow-up result;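 note: bacterial growth assessed after seven days of incubation; strong numbers were not always called active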
# inhibitors of VEEV 10K pilot screen – recorded beside inhibitors of VEEV, whose call it bears; inhibition, %; measured here: 10K pilot screen inhibition
# * = called active by the depositor; i = inactive; ? = inconclusive; nt = no result given.
# A first look:
SMILES,influenza NS1A,inhibitors of VEEV,Salmonella PhoP GFP,tuberculosis growth,H37Rv inhibition,others
CCC(O)C1CCN(C(=O)c2cc(COc3ccc4ncccc4c3)on2)CC1 (stereo not drawn),nt,i,0%,-4%,-4%,
C=CCc1cc(C)ccc1OCCOCCC(C(=O)OCC)C(=O)OCC,-3%,1.2%,-3%,41%,-7%,
O=[N+]([O-])c1ccc(Oc2cccc3cccnc23)c(Cl)c1,-5%,1.5%,-6%,30%,15%,

# The list itself, repeating the preview:
SMILES,influenza NS1A,inhibitors of VEEV,Salmonella PhoP GFP,tuberculosis growth,H37Rv inhibition,others
CCC(O)C1CCN(C(=O)c2cc(COc3ccc4ncccc4c3)on2)CC1 (stereo not drawn),nt,i,0%,-4%,-4%,
C=CCc1cc(C)ccc1OCCOCCC(C(=O)OCC)C(=O)OCC,-3%,1.2%,-3%,41%,-7%,
O=[N+]([O-])c1ccc(Oc2cccc3cccnc23)c(Cl)c1,-5%,1.5%,-6%,30%,15%,
CCNC(=O)CSc1ncnc2sccc12,1%,1.1%,-5%,-7%,3%,
O=C1COc2ccc(C(=O)NCc3ccco3)cc2N1,-10%,i,-1%,3%,-5%,
CCCCn1c(N)c(N(CCOC)C(=O)c2ccc(N(C)S(=O)(=O)c3ccc(C)cc3)cc2)c(=O)[nH]c1=O,-4%,3.0%,-5%,11%,-7%,
O=c1[nH]c2ccc(NS(=O)(=O)c3ccc4ccccc4c3)cc2[nH]1,-12%,3.3%,-5%,10%,-2%,
O=c1c2ccccc2nc(SCc2ccc(F)cc2Cl)n1CCCN1CCOCC1,-6%,2.0%,-1%,45%,62%,
CSc1ccccc1OC1CCN(Cc2ccccc2)CC1,-2%,1.6%,-4%,5%,-6%,
COc1cc(Br)ccc1C1CC(=O)C(C)C(c2ccc(Br)cc2OC)N1 (stereo not drawn),-1%,i,-18%,0%,6%,
CN(C)c1nc(-c2ccccn2)nnc1-c1ccccc1,1.1µM*,9.8%,7%,9.7µM*,?,
COC(=O)CSc1cc([N+](=O)[O-])ccc1NC(=O)OC,-2%,1.7%,-5%,9%,5%,
Cc1cc(NC(=O)CCC(=O)N(C2CC2)C(C(=O)NC(C)(C)C)c2ccccc2Cl)no1 (stereo not drawn),10%,i,5%,1%,-4%,
COc1ccccc1C1=NOC(Cn2c(NCC3CCCO3)nc3c2c(=O)n(C)c(=O)n3C)C1 (stereo not drawn),1%,9.6%,-6%,10%,5%,
O=C(NC1CCCN(Cc2ccc(Cl)cc2)C1)c1ccccc1C(F)(F)F (stereo not drawn),7%,0.1%,-3%,-6%,1%,
CC(=O)c1ccc(NC(=O)CCS(=O)(=O)c2ccc3c(c2)n(C)c(=O)c(=O)n3C)cc1,1%,1.1%,-17%,3%,-8%,
Cc1cccc2sc(N(CCCN(C)C)C(=O)c3nc4ccccc4s3)nc12,-7%,?,-7%,2%,8%,
Cc1ccc(NC2CCCN(C(=O)c3ccoc3)C2)cc1C (stereo not drawn),7%,i,-12%,6%,7%,
CCn1cc(S(=O)(=O)c2ccc(OC)cc2)c(=O)c2cc(OC)ccc21,-10%,2.0%,6%,-17%,-4%,
O=C(O)c1ccccc1C(=O)N1CCN(C(=O)c2ccccc2Cl)CC1,-5%,0.2%,-3%,2%,1%,
Cc1ccc2cc(CN(CC3CCCO3)C(=O)Nc3ccccc3F)c3nnnn3c2c1 (stereo not drawn),11%,3.2%,2%,-8%,3%,
COc1ccc(CN(CC2CCC(C(=O)O)CC2)C(=S)Nc2cc(Cl)ccc2OC)cc1 (stereo not drawn),5%,0.9%,-2%,2%,3%,
COc1cccc(CNC(=O)CSc2ccc(-c3ccncc3)nn2)c1,nt,nt,7%,15%,-10%,
O=C(CCN1C(=O)C2C3C=CC(C3)C2C1=O)NCc1cccnc1 (stereo not drawn),2%,1.9%,-10%,7%,8%,
O=C(/C=C/c1ccccc1)Oc1ccccc1C(=S)N1CCOCC1,-1%,2.2%,4%,17%,-2%,

# Some of these compounds in order of heavy-atom count, smallest number first:
SMILES,influenza NS1A,inhibitors of VEEV,Salmonella PhoP GFP,tuberculosis growth,H37Rv inhibition,others
O=c1[nH]c2ccc(NS(=O)(=O)c3ccc4ccccc4c3)cc2[nH]1,-12%,3.3%,-5%,10%,-2%,
O=C(O)c1ccccc1C(=O)N1CCN(C(=O)c2ccccc2Cl)CC1,-5%,0.2%,-3%,2%,1%,
O=c1c2ccccc2nc(SCc2ccc(F)cc2Cl)n1CCCN1CCOCC1,-6%,2.0%,-1%,45%,62%,
CCCCn1c(N)c(N(CCOC)C(=O)c2ccc(N(C)S(=O)(=O)c3ccc(C)cc3)cc2)c(=O)[nH]c1=O,-4%,3.0%,-5%,11%,-7%,

# The list goes on:
SMILES,influenza NS1A,inhibitors of VEEV,Salmonella PhoP GFP,tuberculosis growth,H37Rv inhibition,others
CN1CC(C(=O)O)Cc2c1ccc1ccccc21 (stereo not drawn),11%,2.4%,2%,-3%,-6%,
CCc1noc(C)c1C(=O)Nc1cccc2ncccc12,20%,i,-13%,5%,-1%,
CCOC(=O)c1cnn(-c2nc(-c3ccccc3)cs2)c1C(F)(F)F,-10%,1.4%,-5%,68%,?,
O=C(Cn1c(=O)sc2ccccc21)NCc1ccccn1,11%,i,-7%,-35%,-14%,
CCOC(=O)c1cccc(C2=CC(=O)C[C@H](c3ccc(OC)cc3)C2)c1,-7%,5.2%,nt,13%,58%,
Cc1nc2ccccc2c(=O)n1-c1cccnc1,-1%,3.6%,3%,14%,-5%,
CCC1CCCCN1C(=O)COC(=O)c1cccs1 (stereo not drawn),-11%,1.1%,nt,4%,0%,
Cc1cccc(C(=O)c2cn[nH]c2-c2ccccc2O)c1,0%,1.1%,-9%,-12%,11%,
Cn1cccc1/C=N\NC(=O)Cc1ccc(Br)c2ccccc12,-17%,i,-3%,-16%,9%,
CC1C(=O)OC2CCN3CC=C(COC(=O)C(C)(O)C1(C)O)C23 (stereo not drawn),2%,1.6%,nt,nt,nt,
CCc1nc2oc3cc(OC)ccc3c(=O)c2c(=O)n1-c1ccccc1,5%,4.1%,-9%,11%,-5%,
Cc1ccccc1NC(=O)c1ccc(NC(=O)C2CCCO2)cc1 (stereo not drawn),-4%,3.2%,9%,7%,3%,
CC1=Nn2c(nc3sc4c(c3c2=O)CCCC4)SC1,-2%,1.1%,-2%,16%,3%,
CC(C)N(Cc1nc(-c2ccc(Cl)cc2)no1)C(=O)CCC1CCCC1,-15%,1.3%,-21%,nt,10%,
Cc1ccc(NC(=O)N2CCCC2C(=O)NCc2cccs2)cc1 (stereo not drawn),-2%,7.0%,-9%,73%,-6%,
O=C(Cc1nnc(NC(=O)Nc2ccccc2F)s1)NCc1ccccc1,nt,1.6%,6%,-5%,-5%,
O=C(CN1CCCc2ccccc21)NC(=O)NC1CCCCC1,1%,1.8%,0%,16%,-3%,
CCCCOc1ccc(C(C)=O)cc1Cc1c(O)[nH]c(=S)[nH]c1=O,-26%,0.1%,-1%,-28%,2%,
Cc1cc(NC(=O)c2ccccc2)ccc1NC(=O)Cc1ccccc1,7%,i,0%,5%,-1%,
CC1CCN(CCCCOc2ccccc2Br)CC1,4%,0.9%,-5%,35%,-2%,
Cc1cc(=O)n2nc(N3CCCC(C(=O)NCc4cccc(Cl)c4)C3)sc2n1 (stereo not drawn),6%,0.1%,4%,-7%,-5%,
CC1CCN(S(=O)(=O)c2ccc3c(c2)C(=NO)c2cc(S(=O)(=O)N4CCC(C)CC4)ccc2-3)CC1,-14%,?,-10%,-9%,-4%,
CCOC(=O)c1oc2ccccc2c1NC(=O)c1ccc(S(=O)(=O)N2CCCC2)cc1,-3%,0.6%,2%,17%,10%,
CCC1=C(OC(=O)N(CC)CC)N2C(=O)OC(=NCC(=O)OC)[C@]2(Cc2ccccc2)[C@H]2C1=CC[C@H]1C(=O)N(c3ccccc3)C(=O)[C@H]12,-6%,i,17%,17%,2%,inhibitors of VEEV 10K pilot screen=0.4
O=C(CCNS(=O)(=O)c1cccc2nonc12)NC1CCCc2ccccc21 (stereo not drawn),4%,2.1%,12%,16%,5%,inhibitors of VEEV 10K pilot screen=7.5

# Continuation:
SMILES,influenza NS1A,inhibitors of VEEV,Salmonella PhoP GFP,tuberculosis growth,H37Rv inhibition,others
O=C(c1ccc([N+](=O)[O-])cc1)N1CCN(Cc2ccccc2[N+](=O)[O-])CC1,1%,i,-7%,nt,7%,inhibitors of VEEV 10K pilot screen=0.0
CCCCS(=O)(=O)N1CCCC(C(=O)NCC2CCCO2)C1 (stereo not drawn),-5%,0.1%,5%,-10%,-3%,
O=C(CCn1c(=O)[nH]c2ccccc2c1=O)N1CC=C(c2ccccc2)CC1,14%,1.3%,-31%,-6%,0%,
COCCNC(=S)N/N=C/c1ccc(N2CCOCC2)cc1,-7%,0.6%,-9%,25%,2%,inhibitors of VEEV 10K pilot screen=1.5
CCC(Sc1ccc2nnc(-c3ccc(F)cc3)n2n1)C(=O)O (stereo not drawn),19%,i,-1%,-11%,-3%,
Cc1ccc(CN2CCN(Cc3ccc(-n4cccn4)cc3)CC2CCO)cc1 (stereo not drawn),-19%,0.6%,5%,23%,0%,
COc1ccc(S(=O)(=O)N2CCOCC2)cc1NC(=O)c1ccc(Cl)cc1,-12%,0.2%,7%,-18%,6%,
O=C(COc1ccc2ccccc2c1)N/N=C/C1CC=CCC1 (stereo not drawn),-1%,1.3%,-3%,11%,1%,
CN(C(=O)COC(=O)c1nc(Cl)ccc1Cl)C1CCS(=O)(=O)C1 (stereo not drawn),-5%,0.5%,0%,-13%,-6%,
Cc1oc(-c2ccccc2)nc1Cn1cccc1C1=NC(c2ccccc2)CO1 (stereo not drawn),5%,1.4%,11%,23%,5%,
COc1ccc2[nH]c3c(NCCN(C(C)C)C(C)C)ncnc3c2c1,7%,1.7%,-2%,26%,-12%,
Cc1cc(C)cc(OCC(=O)OCC(=O)N(C)CC(=O)Nc2ccc(F)cc2)c1,-12%,1.5%,5%,43%,4%,
O=C(Nc1cccc(C(F)(F)F)c1)NC1CCCCC1,0%,1.0%,-8%,40%,?,
CC(=O)c1cccc(N(CC(=O)NCC2CCCO2)C(=O)CCC(=O)Nc2cc(C)on2)c1 (stereo not drawn),0%,1.8%,6%,-10%,-5%,
Nc1ccccc1C(=O)OCCc1ccccc1,-5%,3.9%,nt,18%,16%,
COc1ccc(/C=N/NS(=O)(=O)c2ccc(C)cc2)cc1OC(=O)c1ccccc1,4%,5.2%,0%,-4%,2%,
CC(C)(C)C(=O)CN1C(=O)NC(c2ccccc2)(c2ccccc2)C1=O,3%,1.6%,6%,nt,2%,
O=C(CN1C(=O)C2C3C=CC(C4CC34)C2C1=O)NCc1ccco1 (stereo not drawn),7%,1.2%,5%,-13%,-13%,
COc1ccc([N+](=O)[O-])cc1NC(=O)c1ccc(N(Cc2ccccc2Cl)S(C)(=O)=O)cc1,-4%,4.7%,-12%,16%,2%,
Cc1nn(Cc2ccccc2)c(C)c1NS(=O)(=O)c1ccccc1,-4%,4.0%,-7%,7%,7%,
COc1cc(-c2nc(N)n[nH]2)cc(OC)c1OC,7%,5.6%,7%,-11%,0%,
COc1ccc(CCNc2ccc(C(CC(N)=O)NC(=O)c3ccc(Br)cc3)cc2[N+](=O)[O-])cc1 (stereo not drawn),-18%,6.5%,-5%,-15%,-1%,
CCOc1ccc(-c2cccc(NC(=O)c3ccc(Br)o3)c2)nn1,-6%,9.7%,0%,34%,?,
CCC1([N+](=O)[O-])COC(c2ccc(OC)cc2)OC1 (stereo not drawn),0%,1.5%,nt,nt,nt,
COc1ccc(C)cc1NC(=O)c1ccc([N+](=O)[O-])cc1[N+](=O)[O-],-3%,i,-7%,29%,2%,

# Additional compounds
SMILES,influenza NS1A,inhibitors of VEEV,Salmonella PhoP GFP,tuberculosis growth,H37Rv inhibition,others
CCCCCCn1c(COc2ccccc2F)nnc1SCC(=O)NC1CCS(=O)(=O)C1 (stereo not drawn),-4%,7.7%,nt,nt,nt,
CCOc1ccc2nc(N(CCCN(C)C)C(=O)c3ccc(S(=O)(=O)N4CCc5ccccc5C4)cc3)sc2c1,-2%,7.8%,-2%,7%,-3%,
COc1ccc(-c2noc(-c3ccccc3-c3ccccc3)n2)cc1OC,-3%,3.3%,-4%,18%,8%,
O=C(OCC(=O)N1CCCC1)c1ccc(S(=O)(=O)N2CCOCC2)cc1,-23%,1.1%,7%,-15%,-2%,
COc1ccc(N2CCN(C(=O)CC3NC4CCCCC4NC3=O)CC2)cc1 (stereo not drawn),-4%,2.0%,16%,-13%,-7%,
CCN1CCN(c2nc3c(c(=O)[nH]2)CCCC3)CC1,14%,0.2%,-7%,3%,0%,
COC(=O)c1ccccc1NC(=O)CN(Cc1ccc(Cl)cc1)S(C)(=O)=O,3%,i,2%,-10%,6%,

# Random draw from the library; any-hit rate near 1.5%.
